iPSC survival up – enhancers of human iPSC single-cell survival; hiPSC single-cell survival, ATPlite luminescence; 100% = ROCK inhibitor wells, 0% = DMSO; survival enhancement, % at 20 µM; actives 0.044% (n = 360,000); in the data active = survival enhancement above about 18%;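 also: cells exposed to compounds for 16 hours before the ATP read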
PDI turbidity – PDI (human) enzyme inhibition; PDI insulin aggregation turbidity, A650, 90 min; AID 588391; inhibition, % at 10 µM; P07237; actives 0.052% (n = 350,000);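 active = mean inhibition across replicates of 30% or more, whatever share of single replicates reach that level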;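 also: absorbance from insulin aggregation driven by PDI reduction with DTT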
Target sequence (P07237 whole entry, looked up): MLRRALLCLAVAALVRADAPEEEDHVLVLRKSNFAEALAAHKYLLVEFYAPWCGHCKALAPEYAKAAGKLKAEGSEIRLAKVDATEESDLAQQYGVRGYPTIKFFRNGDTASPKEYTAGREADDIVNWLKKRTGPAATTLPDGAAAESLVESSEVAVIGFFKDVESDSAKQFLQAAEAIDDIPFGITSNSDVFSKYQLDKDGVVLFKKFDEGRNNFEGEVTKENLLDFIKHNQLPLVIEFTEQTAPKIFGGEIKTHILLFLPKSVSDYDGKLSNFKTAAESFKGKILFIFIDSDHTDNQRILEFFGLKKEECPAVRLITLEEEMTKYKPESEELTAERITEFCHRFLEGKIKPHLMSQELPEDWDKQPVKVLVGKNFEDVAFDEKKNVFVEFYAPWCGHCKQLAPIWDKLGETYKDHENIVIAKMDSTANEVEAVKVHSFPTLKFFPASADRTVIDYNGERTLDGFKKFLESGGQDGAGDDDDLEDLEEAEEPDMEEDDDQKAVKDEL
N-glyco inh – N-linked glycosylation inhibition. AID 588692. actives 0.23% (n = 360,000). reporter increase, % at 12.5 µM. D54 ERlucT glycosylation luciferase reporter, 24 h; percent of 100 nM tunicamycin response;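 active = mean luciferase reporter signal, scaled so untreated is 0 and the glycosylation-blocking control 100, at or above a set limit in every replicate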;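 also: luciferase carries N-glycosylation sites so blocking glycosylation raises the light; 0% = median of neutral control wells and 100% = median of 100 nM tunicamycin wells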
Vif inh – inhibitors of HIV Vif. HEK293T cells, Vif self-association by quenched fluorescence, imaging, 24 h. inhibition, % at 7.49 µM. actives 0.35% (n = 340,000); in the data active = inhibition above about 50%, passing the limit was not always enough; also: some results filed as inactive read as strong as hits
CaV13 ICDI inh – Disruptors of the CACNA1D IQ motif to Ca2+-dependent inactivation inhibitor domain association, primary screening, Förster resonance energy transfer in intact living …; AID 743397; actives 0.098% (n = 340,000); HEK cells, CFP/YFP FRET ICDI-IQ, plate reader, 10 min; percent FRET-ratio fall versus neutral wells; inhibition, % at 12.3 µM;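 active = mean replicate inhibition of at least 30% and at least 1% of replicates passing that level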;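 also: 0% = median of the neutral control wells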
m5-HT2A agonist – activates the mouse 5-HT2A serotonin receptor; CHO-K1 mHTR2A beta-arrestin complementation, luminescence; percent of 30 µM serotonin response; actives 0.66% (n = 360,000); activation, % at 7.6 µM; AID 624169; P35363;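 active = activation above a run cutoff, the mean activation of all tested compounds plus 3 SD, cut at about 14% in these data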;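 also: 0% = plate median of compound wells and 100% = 30 µM serotonin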
Target sequence (P35363 whole entry, looked up): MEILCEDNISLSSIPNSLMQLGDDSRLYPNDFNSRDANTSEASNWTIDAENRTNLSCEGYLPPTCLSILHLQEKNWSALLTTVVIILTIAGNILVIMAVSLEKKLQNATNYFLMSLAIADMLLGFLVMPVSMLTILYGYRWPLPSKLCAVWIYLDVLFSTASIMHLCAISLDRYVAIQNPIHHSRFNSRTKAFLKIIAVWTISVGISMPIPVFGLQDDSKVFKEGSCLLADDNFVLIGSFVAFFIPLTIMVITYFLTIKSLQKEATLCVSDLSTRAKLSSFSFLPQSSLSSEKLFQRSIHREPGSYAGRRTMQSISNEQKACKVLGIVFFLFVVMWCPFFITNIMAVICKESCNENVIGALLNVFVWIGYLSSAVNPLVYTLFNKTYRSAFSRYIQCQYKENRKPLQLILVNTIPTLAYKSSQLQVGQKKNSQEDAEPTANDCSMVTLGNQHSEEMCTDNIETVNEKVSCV
Exocytosis inh – lytic granule exocytosis inhibition | TALL-104 LAMP-1 surface exposure, flow cytometry; cells stimulated with thapsigargin and PMA | actives 0.66% (n = 360,000) | AID 651702 | inhibition, % at 10 µM;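 active = inhibition above about 55%, limit read from the data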
Cardio protect – myocardial damage modulation in H9c2 cells. H9c2 cardiomyocytes, H2O2 injury protection, ATPLite, 2 h. actives 0.63% (n = 360,000). protection from H2O2 cell death, % at 20 µM;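 active = compounds giving at least 50% protection of heart cells from peroxide-induced death in the single-dose screen, raw or plate-pattern-corrected value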;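 also: 0% = DMSO wells with peroxide and 100% = DMSO wells without peroxide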
ABCB6 inh 2 – blocks the human ABCB6 transporter. AID 602162. Q9NP58. actives 0.19% (n = 360,000). fluorescence ratio to DMSO, % at 10 µM. K562-ABCB6 porphyrin accumulation, flow cytometry, 1 h; hits give low values;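 active = fluorescence ratio to DMSO below 75%, the collection mean minus 3 SD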;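 also: signal is porphyrin accumulated inside mitochondria; 100% equals median channel fluorescence of DMSO control wells; lower ratio means ABCB6 inhibition with less porphyrin fluorescence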
aDG glyco up – increases alpha dystroglycan glycosylation; activation, % at 10 µM; actives 0.22% (n = 360,000); Pro5-aDG cells, alpha-DG glycosylation AlphaScreen (IIH6); 0% Pro5, 100% B10-LARGE cell signal;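 active = activation of at least 8% versus controls, or a plate z-score of at least 8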;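 also: Pro5 are CHO cells carrying HIG-tagged alpha-DG that lacks glycosylation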
An asterisk follows results filed as active; · = not tested or not shown.

A first look (3 entries):
SMILES	iPSC survival up	PDI turbidity	N-glyco inh	Vif inh	CaV13 ICDI inh	m5-HT2A agonist	Exocytosis inh	Cardio protect	ABCB6 inh 2	aDG glyco up
Cn1c(C(=O)O)cc2cc(F)ccc21	-0.6	8	4	10	-4	0	0	4	97	-0.3
O=c1[nH]c(=S)ccn1C1OC(CO)C(O)C1O (centres undefined)	1.5	·	-2	1	·	-2	-2	3	100	-0.3
C=CCN(c1ccccc1)S(=O)(=O)c1cccc(C(=O)NCC(c2ccc(F)cc2)N2CCOCC2)c1 (centres undefined)	-0.3	1	-5	-15	-1	3	-2	5	98	-0.3

The whole of this part, from the start:
SMILES	iPSC survival up	PDI turbidity	N-glyco inh	Vif inh	CaV13 ICDI inh	m5-HT2A agonist	Exocytosis inh	Cardio protect	ABCB6 inh 2	aDG glyco up
Cn1c(C(=O)O)cc2cc(F)ccc21	-0.6	8	4	10	-4	0	0	4	97	-0.3
O=c1[nH]c(=S)ccn1C1OC(CO)C(O)C1O (centres undefined)	1.5	·	-2	1	·	-2	-2	3	100	-0.3
C=CCN(c1ccccc1)S(=O)(=O)c1cccc(C(=O)NCC(c2ccc(F)cc2)N2CCOCC2)c1 (centres undefined)	-0.3	1	-5	-15	-1	3	-2	5	98	-0.3
COCc1cc(Sc2ccc(OC)cc2)nc(-c2ccccc2)n1	-0.5	-2	-1	-3	-5	-1	-3	-9	98	0.1
COc1ccccc1/C=C/C=N/Nc1cccc(C(=O)O)c1	0.2	2	-6	-3	-4	-5	-4	-2	97	0.1
Nc1nc(-c2ccc([N+](=O)[O-])cc2)c(C(=O)Nc2ccc(Cl)cc2)s1	-0.9	7	2	1	-13	4	3	0	98	0.1
Cc1cc(C)c(C)c(S(=O)(=O)NCCCN2CCOCC2)c1C	-0.6	0	2	-6	2	4	6	3	91	0.0
Cc1cccc(-n2nnc(C(=O)NCc3ccccc3)c2N)c1	0.1	-2	-1	-3	·	-2	-1	-13	98	0.1
Cc1ccccc1-c1n[nH]c(=S)n1Cc1ccccc1	-1.9	7	0	5	10	1	-3	-1	101	-0.2
COc1ccc(S(=O)(=O)N2CCOCC2)cc1NC(=O)c1ccncc1	-0.1	-10	1	1	-6	4	-1	12	94	-0.1

Quoted at random: three compounds from above
SMILES	iPSC survival up	PDI turbidity	N-glyco inh	Vif inh	CaV13 ICDI inh	m5-HT2A agonist	Exocytosis inh	Cardio protect	ABCB6 inh 2	aDG glyco up
Cn1c(C(=O)O)cc2cc(F)ccc21	-0.6	8	4	10	-4	0	0	4	97	-0.3
Cc1cc(C)c(C)c(S(=O)(=O)NCCCN2CCOCC2)c1C	-0.6	0	2	-6	2	4	6	3	91	0.0
COc1ccc(S(=O)(=O)N2CCOCC2)cc1NC(=O)c1ccncc1	-0.1	-10	1	1	-6	4	-1	12	94	-0.1

(more compounds)
SMILES	iPSC survival up	PDI turbidity	N-glyco inh	Vif inh	CaV13 ICDI inh	m5-HT2A agonist	Exocytosis inh	Cardio protect	ABCB6 inh 2	aDG glyco up
Cc1ccc(N2C(=O)c3ccccc3C2=O)cc1	-0.6	6	1	-2	15	0	-2	0	99	-0.1
CCn1c(C)c(C(C)=O)c(N2CCN(c3ccc(F)cc3)CC2)nc1=S	0.8	-1	-3	4	-4	-4	3	-2	83	-0.1
COc1ccc(N2CCN(C(=O)COC(=O)CNC(=O)c3ccc(C)cc3)CC2)cc1	1.1	-11	0	-1	-6	-6	1	-7	96	-0.2
CCC(C)Oc1ccccc1C1CC(=O)NC2=C1C(=O)CCC2 (centres undefined)	-1.4	1	8	-10	-5	-4	0	8	96	-0.2
NC(=O)C[C@H](N)c1cn([C@@H](CC(N)=O)C(=O)N2CCNCC2)nn1	-4.1	3	1	6	13	-1	0	1	96	0.2
Cc1ccc(S(=O)(=O)NCC(=O)NCC(=O)NCCc2ccc(Cl)cc2)cc1C	3.3	-8	-5	·	-13	-5	-4	-1	89	0.1
CCOC(=O)N1CCN(C(=O)C[C@@H]2C[C@@]3(C(=O)OC)CCCCC=C3N(Cc3ccc(Cl)cc3Cl)C2=O)CC1	-0.4	·	·	·	-5	-4	0	·	79	-0.2
Cc1ccc(CNC(=O)[C@H](C)NC(=O)C2CCN(C(=O)[C@@H](N)CC(C)C)CC2)cc1	-1.7	·	-1	10	·	2	0	2	99	-0.1
C=CCNc1nnc(Cc2ccc(F)cc2)c(=O)[nH]1	-0.4	-5	-1	3	-7	0	3	-1	97	-0.1
CCN(CC)CCNC(=O)Cn1nc(Cc2cccnc2)c2ccccc2c1=O	0.3	·	1	15	-5	10	2	34	97	0.0
COc1ccc2nc(NC(=O)C3CCCN(S(=O)(=O)c4cccs4)C3)sc2c1 (centres undefined)	-0.9	7	-7	6	-1	-1	-1	0	103	0.4
CC(C)(C)c1ccc(/C=N/Nc2ccc(C(=O)O)cc2)cc1	1.2	-3	-15	-7	·	-1	-3	4	95	-0.2
COc1cccc(-c2ccc(C#N)c(SCC(=O)NCCc3ccccc3)n2)c1	0.4	2	3	6	-2	7	-7	-1	95	0.1
O=C(NC1CCCC1)C(c1ccco1)N1CCC(O)(c2ccc(Cl)cc2)CC1 (centres undefined)	·	·	·	·	-8	-3	-2	·	·	0.3
O=C(CCC(=O)N1CCOCC1)NCCc1ccc(Cl)cc1Cl	-0.4	1	1	·	-5	0	-5	2	96	-0.1
Cc1nn(C)c(C)c1S(=O)(=O)N1CCC(C(=O)NCCC2=CCCCC2)CC1	-0.8	·	-2	-15	-2	-2	-9	-2	99	0.0
CN(C)S(=O)(=O)c1cccc(COC(=O)c2ccc(Cl)cc2O)c1	-0.6	-7	-1	-24	-15	6	0	-10	95	0.6
O=C(C1CC1)N1CCc2cc(S(=O)(=O)N3CCCc4ccccc43)ccc21	-4.0	2	4	7	-2	-1	1	-17	97	0.1
CCc1cccc2c(=O)c(C(=O)N3CCCCCC3)c[nH]c12	4.3	-5	2	5	-4	-3	2	0	104	-0.2
CS(=O)(=O)N(Cc1ccccc1F)c1ccccc1	-0.6	-7	1	9	-5	2	1	-7	106	-0.1
Cc1ccc(S(=O)(=O)N2CCC(C(=O)OC3CCOC3=O)CC2)cc1C (centres undefined)	-0.4	-3	2	9	-2	-3	0	-2	96	-0.2
Cc1ccc(C(=O)N/N=C\c2ccc(-c3ccc(Cl)c(Cl)c3)o2)cn1	-1.4	-1	3	-4	-4	-4	18	8	106	-0.1
CC(Nc1nc(-c2cccc(Br)c2)cs1)c1nc2cc(Cl)c(N3CCCCC3)cc2n1CCOCCO (centres undefined)	0.8	4	5	·	-4	-6	6	-2	100	0.2
CC(=O)Nc1ccc(NC(=O)C(C)NC(C)c2cccc3ccccc23)cc1 (centres undefined)	-0.2	-7	-1	1	-4	-8	-12	3	95	-0.1
CCN(CC(=O)Nc1c(F)cccc1F)C(=O)C1CC(=O)N(c2ccc3c(c2)OCCO3)C1 (centres undefined)	0.7	-1	0	4	-1	1	1	2	95	-0.2
COc1ccc(C(=O)N2CCCC(c3nc(-c4cccs4)no3)C2)cc1 (centres undefined)	-0.8	1	1	2	-7	-3	1	-3	103	0.9
COc1ccc(CN2C(=O)C(CC(=O)NCc3ccco3)CC(C(=O)N3CCOCC3)=C2C)cc1 (centres undefined)	-1.2	-5	1	2	-6	9	-2	3	99	0.4
Cc1cc(C)cc(C(=O)NCC(=O)N2CCN(C(c3ccccc3)c3ccccc3)CC2)c1	-0.5	6	-3	-10	-5	3	-2	22	91	0.0
COc1ccc(CCNC(=O)CSc2nc(C)nc3c2c(=O)n(C)c(=O)n3C)cc1OC	2.9	·	3	-3	-6	3	-2	3	97	0.2
O=C(CSc1nnc(-c2ccncc2)n1Cc1ccco1)OC1CCCCC1	-0.6	4	0	-1	-7	-1	-3	-3	100	0.1
CC1(C)CC(=O)C=C(c2ccc(COC(=O)/C=C/c3ccccc3)cc2)C1=O	-0.7	7	4	·	-6	-5	7	-21	98	-0.2
O=C(COC(=O)c1cc(Cl)ccc1O)Nc1ccc2c(c1)OCCO2	-0.3	10	0	6	-7	7	-3	-6	96	0.1
O=C(NNC(=O)C1CCCCC1)c1ccc(Br)cc1	0.4	3	5	2	-5	4	-1	5	90	0.2
CCOc1ccc(S(=O)(=O)NC(C)C(=O)NCc2cccnc2)cc1 (centres undefined)	0.3	-1	0	6	-2	6	-12	2	98	0.0
Cc1cc(C)n2nc(SCCOc3ccc(F)cc3)nc2n1	1.5	-1	-1	15	-5	-4	3	-7	155	-0.4
NC(=O)c1cccc(Nc2nc(C(N)Cc3ccc(C(F)(F)F)cc3)cs2)n1 (centres undefined)	-1.6	4	12	3	-6	3	-7	39	93	1.0
COc1ccc(N2C(N)=C(C#N)C(c3cccnc3)C3=C2CC(C)(C)CC3=O)cc1 (centres undefined)	2.0	3	1	5	·	0	0	27	99	0.1
CSc1nnc(-c2ccc(NC(=O)CCc3ccccc3)cc2)n1C	-0.5	-4	2	12	-4	-2	-1	4	98	0.2
Cc1c(C(=O)N(C)CCCCN2CCOCC2)oc2c(F)cccc12	-0.6	16	1	7	-6	-4	5	-3	98	-0.1
CC1CC(N(C(=O)c2ccco2)c2ccccc2)c2ccccc2N1C(=O)c1ccco1 (centres undefined)	0.0	4	-5	-3	-5	4	-2	-3	83	0.0
CCN(Cc1cnn(C)c1)C(=O)C1CCC(=O)N(CCc2ccc(OC)cc2)C1 (centres undefined)	-0.1	8	0	-1	-6	10	-8	-2	96	0.2
O=C(Nc1ccc(S(=O)(=O)N2CCCCC2)cc1)C1CC(=O)N(Cc2ccccc2)C1 (centres undefined)	0.4	9	-5	4	-23	1	-26	-6	101	-0.2
CCNC(=O)N(C)c1c(CC)nc2ccc(C(=O)N3CCN(C(C)=O)CC3)cn12	5.0	0	0	9	-5	-3	0	0	100	0.1
O=C(Cn1cnc2cc([N+](=O)[O-])ccc2c1=O)NCCc1ccc(Cl)cc1	-0.6	1	-2	4	-7	-1	18	0	100	0.1
NS(=O)(=O)c1ccc(CCNC(=O)/C=C/c2ccc([N+](=O)[O-])cc2)cc1	0.6	0	-3	5	-2	-2	-2	2	102	-0.1
O=[N+]([O-])c1ccc(Oc2cccc(Br)c2)c2ccncc12	2.1	-2	-1	0	·	-5	4	-16	103	-0.5
Cc1ccc(CNC(=O)CN(C)S(=O)(=O)c2cccs2)cc1	-0.6	3	-2	-1	-6	-2	3	5	101	0.0

High-throughput results as filed in PubChem.
